KB-V1 MDR tox: qHTS assay for MDR1-selective chemotherapeutics: Primary screen using the drug-selected MDR subline cells KB-V1; KB-V1 MDR cells viability, CellTiter-Glo, 72 h; Potency, µM (doses to about 46.1 µM), for the others: top-dose activity change, negative = cytotoxicity, usual class: cytotoxic; 400,000 compounds, 3.4% hits; also: potency is read from the fitted curve at half-maximal effect; % is scaled to controls: 0 for no effect and ±100 for the full control effect; nearly all actives have a fitted effect of over 60% in size
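KB-V1, DMEM (no phenol red) + 10% FBS; cpd pin-transferred, titration series; 72 h, 37 degrees C; CellTiter-Glo, luminescence. Data normalized, curve-fit.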
SW480 rerep: A quantitative high throughput screen for small molecules that induce DNA re-replication in SW480 colon adenocarcinoma cells; 340,000 compounds, 1.8% hits; Potency, µM (titrated, usually from 46.1 µM), without a hit: at the highest dose re-replication activation, usual class: activators; SW480 DNA re-replication, Hoechst DNA content imaging, 48 h; AID 624297, 2012; also: potency is read from the fitted curve at half-maximal effect; % of control where 0% means no effect; nearly all actives have a fitted effect of over 55% in size
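First, 250 cells per well were seeded. Next, compound or vehicle (23 nL) was pinned in, plates sat 48 hr at 37 C. Finally Hoechst was added for 40 min before fluorescence scanning.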
KB-3-1 tox: qHTS assay for MDR1-selective chemotherapeutics: Primary screen using the parental adenocarcinoma cell KB-3-1; KB-3-1 viability, CellTiter-Glo ATP luminescence, 72 h; 400,000 compounds, 1.4% hits; Potency, µM (series often up to 46.1 µM), without a hit: top-dose activity change, negative = cytotoxic, most hits filed as cytotoxic; also: potency is read from the fitted curve at half-maximal effect; % is scaled to controls: 0 for no effect and ±100 for the full control effect; nearly all actives have a fitted effect of over 60% in size
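Multi-concentration cytotoxicity screen in KB-3-1 cells grown in DMEM lacking phenol red with 10% FBS. After 72 h at 37 °C with compound, ATP-dependent luminescence was recorded.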
DRD3 agonist: qHTS of D3 Dopamine Receptor Agonist: qHTS; D(3) dopamine receptor (Homo sapiens), P35462; D3R DiscoveRx beta-arrestin cells, luminescence, 90 min; max activation, %; 410,000 compounds, 0.58% hits; in the data active = max activation above about 30%; also: 0% is about no effect; mostly tested at two doses, the higher about 12 µM
Target sequence (P35462 whole entry, looked up): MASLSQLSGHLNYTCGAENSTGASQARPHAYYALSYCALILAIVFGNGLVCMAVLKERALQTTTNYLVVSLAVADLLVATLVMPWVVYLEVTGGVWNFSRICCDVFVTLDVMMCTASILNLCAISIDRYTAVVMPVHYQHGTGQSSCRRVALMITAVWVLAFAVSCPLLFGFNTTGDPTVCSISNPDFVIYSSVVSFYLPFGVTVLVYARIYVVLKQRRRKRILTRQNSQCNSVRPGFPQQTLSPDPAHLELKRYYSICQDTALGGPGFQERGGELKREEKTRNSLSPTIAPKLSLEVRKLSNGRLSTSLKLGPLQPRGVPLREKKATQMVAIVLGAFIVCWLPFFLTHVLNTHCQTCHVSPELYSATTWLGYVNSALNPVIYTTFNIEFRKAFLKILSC
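Agonist mode: compounds and dopamine controls were applied to plated cells for 90 min at 37 degrees C after an overnight attachment at 1500 cells/well. Luminescent read-out followed 30 - 60 minutes at room temperature with DiscoveRx detection reagent.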
D3 antag: qHTS of D3 Dopamine Receptor Antagonist: qHTS | D3R cells, DiscoveRx beta-arrestin luminescence, antagonist mode; active compounds read low | max response, negative = inhibition, % | 360,000 compounds, 2.5% hits; in the data active = max response below about -50%; inconclusive = no clear call, values can overlap the other calls; also: % is scaled to controls: 0 for no effect and ±100 for the full control effect; mostly tested at two doses, the higher about 12 µM
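Cells plated overnight at 1500 cells/well, then exposed to library compounds with dopamine controls for 90 minutes at 37 degrees C. DiscoveRx reagent added for 30–60 minutes at room temperature; luminescence read, quantitative HTS format.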
IL1B secr inh: qHTS for Inhibitors of Inflammasome Signaling: IL-1-beta AlphaLISA Primary Screen. THP-1 LPS/ATP IL-1B secretion, AlphaLISA, 16 h; active compounds read low. activity change, % at 57.5 µM. AID 743279, 2014. 360,000 compounds, 4.7% hits; in the data active = activity change below about -50%; inconclusive = mostly about -30% to -49%; also: % is scaled to controls: 0 for no effect and ±100 for the full control effect
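THP-1 cells pretreated 1 hr with compounds (up to 57.5 uM final), then stimulated with LPS (250 ng/mL final) plus ATP (1.25 mM final); secreted IL-1B measured by AlphaLISA after 16 hr, decreased signal indicating inhibition.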
HT1080NT lethal: qHTS for induction of synthetic lethality in tumor cells producing 2HG: qHTS for the HT-1080-NT fibrosarcoma cell line | HT-1080-NT fibrosarcoma viability, CellTiter-Glo ATP luminescence, 48 h | Potency, µM (titrated, usually from 46.1 µM), inactives show at the top dose activity, negative = less viability, hits mostly cytotoxic | 360,000 compounds, 1.6% hits;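 also: NT is the 2HG producing partner of a matched IDH1 knockdown line; potency is read from the fitted curve at half-maximal effect; 0% = DMSO-treated cells and -100% = media-only wells without cells; nearly all actives have a fitted effect of over 55% in size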
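Luminescent CellTiter-Glo readout after 48 hours of compound exposure at 37 degrees C defined viability of HT-1080-NT cells. Activity was normalized to DMSO wells and cell-free media wells; concentration-response curves were fitted and assigned curve classes.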
GLP1R ag: qHTS of GLP-1 Receptor Agonists. Glucagon-like peptide 1 receptor (Homo sapiens), P43220. HEK293 GLP-1R CRE-luciferase, luminescence, 4-6 h; cells express a hypersensitive GLP-1R form. Potency, µM (highest dose often 45.6 µM), without a hit: at the highest dose activation, hits mostly activators. 380,000 compounds, 0.007% hits; also: potency is read from the fitted curve at half-maximal effect; % of control where 0% means no effect
Target sequence (P43220 whole entry, looked up): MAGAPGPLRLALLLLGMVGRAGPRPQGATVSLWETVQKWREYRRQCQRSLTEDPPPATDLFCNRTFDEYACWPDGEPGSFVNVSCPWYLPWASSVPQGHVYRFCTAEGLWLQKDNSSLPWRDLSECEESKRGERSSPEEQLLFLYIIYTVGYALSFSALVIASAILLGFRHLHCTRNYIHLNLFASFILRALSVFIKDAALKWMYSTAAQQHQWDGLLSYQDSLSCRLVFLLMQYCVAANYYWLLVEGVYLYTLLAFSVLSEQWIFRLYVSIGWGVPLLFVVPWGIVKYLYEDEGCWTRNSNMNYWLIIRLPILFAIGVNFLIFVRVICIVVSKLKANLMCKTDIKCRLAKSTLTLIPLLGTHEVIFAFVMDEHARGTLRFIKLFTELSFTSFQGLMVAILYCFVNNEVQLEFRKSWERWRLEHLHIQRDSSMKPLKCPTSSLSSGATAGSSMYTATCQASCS
HT1080 IDH1KD tx: qHTS for induction of synthetic lethality in tumor cells producing 2HG: qHTS for the HT-1080-IDH1KD cell line; HT-1080 IDH1 knockdown viability, ATP luminescence, 48 h; Potency, µM (highest dose often 46.1 µM), inactives show at the top dose activity, negative = toxicity, usual class: cytotoxic; 360,000 compounds, 2% hits; AID 686971, 2013;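 also: potency is read from the fitted curve at half-maximal effect; 0% = DMSO wells and -100% = cell-free medium wells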
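HT-1080-IDH1KD cells (IDH1 knocked down), 750/well in RPMI with 5% FBS, treated with compound 48 h at 37 degrees C. Viability by CellTiter-Glo luminescence, normalised to DMSO and no-cell wells; concentration-response curves classed.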
Numbers without * were called inactive; i = inactive; ? = inconclusive; nt = not tested or not shown; & = joins results of further samples; [ ] = another dose, or the depositor's remark. Unless noted, calls follow the shape of the dose curve; as a rule, active = well fitted curve in the direction sought with a large enough effect; inconclusive = small, poorly fitted or top-dose-only effect, or another doubt; inactive = no such curve, though single readings can be large; an effect the other way counts as inactive or inconclusive.

No. | Molecule | KB-V1 MDR tox | SW480 rerep | KB-3-1 tox | DRD3 agonist | D3 antag
1 | CC1=C(C(=O)Nc2ccccc2)C(c2ccncc2)n2nc(SCc3ccccc3)nc2N1 (configuration not stated) | ? | nt | 8% | 5 | nt
2 | Clc1cccc(COn2c(-c3ccc(Cl)cc3Cl)nc3ncccc32)c1 | ? | 4% | -30% | 1 | 22
3 | COc1cccc(NC(=O)N2CCCCCC2)c1 | 11% | -5% | ? | 8 | 10
4 | O=C1CCCc2oc3c(c21)CCCC3 | 5% | ? | ? | 0 | 17
5 | CCOc1ccc(NC(=O)CN(C)C(=O)c2ccc(COc3ccccc3)o2)cc1OCC | -5% | -3% | -16% | 5 | 13
6 | O=C(CCN1CCN(c2ccccc2F)CC1)c1ccc(Br)cc1 | -1% | ? | -15% | -16 | ?
7 | CCOC(=O)c1nc(N)sc1C(=O)OCC | 10% | -2% | 1% | -3 | -20
8 | Cc1nc(-c2c(C(F)(F)F)noc2-c2ccc(O)cc2O)cs1 | -13% | ? | -23% | -23 | -28
9 | OC[C@H]1O[C@@H](n2cnc3c(NC4CCCC4)ncnc32)[C@H](O)[C@@H]1O | 8% | -17%&-8% | 0% | 18 | 29
10 | O=C(Cc1ccccc1)NCCC1=CCCCC1 | -5% | -8% | 0% | -3 | -7
11 | CC1CN(C(=O)CCNS(=O)(=O)c2ccc(Br)cc2)CC(C)O1 (configuration not stated) | 0% | -2% | 10% | 5 | -16
12 | COc1ccc(S(=O)(=O)N2CCOC2CNC(=O)C(=O)NCc2ccccn2)cc1 (configuration not stated) | -18% | 0% | 5% | -2 | 1
13 | COc1ccccc1S(=O)(=O)Cc1ccc(C(=O)N2CCCC2)o1 | ? | -1% | 1% | 5 | 24
14 | O=C1OC[C@H](Cc2ccc3c(c2)OCO3)/C1=C\c1ccc2c(c1)OCO2 | ? | 1% | ? | 3 | 5
15 | S=C(NC1CCCCC1)N1CCN(C2CCCCC2)CC1 | ? | -13% | -2% | -39 | ?

No. | IL1B secr inh | HT1080NT lethal | GLP1R ag | HT1080 IDH1KD tx
1 | nt | nt | 1% | nt
2 | 6 | -23% | -16% | ?
3 | -5 | 18% | 3% | 20%
4 | 0 | -1% | 3% | 2%
5 | -16 | 15% | 1% | -5%
6 | -2 | ? | -3% | ?
7 | -10 | -2% | 6% | -4%
8 | 0 | -19%[9.24 µM] | 1% | ?
9 | -18 | ? | 13% | -14%
10 | 5 | 0% | 7% | -1%
11 | 7 | 4% | 1% | 3%
12 | 17 | 5% | -3% | 4%
13 | 17 | 0% | 8% | 3%
14 | ? | ? | 13% | -12%
15 | -18 | -3% | 7% | -12%

More compounds follow:
No. | Molecule | KB-V1 MDR tox | SW480 rerep | KB-3-1 tox | DRD3 agonist | D3 antag
16 | NS(=O)(=O)c1ccc(CNC(=O)/C=C/c2ccccc2[N+](=O)[O-])cc1 | 0% | -3% | -5% | -3 | -19
17 | O=C(CSc1nnc(-c2ccc(S(=O)(=O)N3CCCC3)cc2)o1)NCc1ccco1 | 10% | -12% | 1% | 6 | -17
18 | CCc1cc2c(NCCO)ncnc2s1 | ? | -3% | 4% | 4 | 0
19 | Cc1ccc(C(=O)O)cc1NCc1cccnc1 | 5% | nt | 1% | -1 | -4
20 | CCN1CCN(C(=O)Cn2ncc3c2-c2ccccc2OC3)CC1 | -14% | -8% | 1% | -4 | -1
21 | CN(C)S(=O)(=O)c1ccc(C(=O)OCc2nnc(-c3ccccc3)o2)cc1 | 4% | -3% | 9% | 5 | -7
22 | COc1cc(C)ccc1OCc1cc(C(=O)NCCN2CCCC(O)C2)no1 (configuration not stated) | -3% | -24% | -4% | -6 | 4
23 | COC(=O)c1c(C)n(-c2ccc(OC)cc2)c2ccc(O)cc12 | -5% | 17% | ? | -14 | -1
24 | CCOc1ccc(CCN2C(=O)C(=O)N([C@@H](Cc3ccc(O)cc3)CN3CCC[C@H]3CN3C(=O)C(=O)NC[C@@H]3CC(C)C)C[C@@H]2Cc2ccccc2)cc1 | -3% | nt | 16% | -10 | -23
25 | COC(=O)c1ccc(NC(=O)C[n+]2ccccc2)cc1 | ? | -2% | 2% | -12 | -7
26 | CC1CCC(NC(=S)NCCN(C)C)CC1 (configuration not stated) | -4% | 1% | -8% | -26 | -1
27 | CC(C)CN1CCC(=O)N([C@H](CO)c2ccccc2)CC1 | 26%&-5% | -2% | 0%&2% | 0 | 51
28 | COc1ccc(-c2cncnc2-c2ccc(OC)cc2O)cc1 | 4% | -4% | 9% | -7 | -6
29 | Fc1ccc(C2CC(c3ccccc3)Nc3ncnn32)cc1 (configuration not stated) | -10% | -3% | ? | -2 | -14
30 | COC(=O)C(CC(C)C)NC(=O)CNC(=O)c1ccccc1C (configuration not stated) | 0% | -7% | -4% | 1 | -3

No. | IL1B secr inh | HT1080NT lethal | GLP1R ag | HT1080 IDH1KD tx
16 | 30 | -4% | 1% | 1%
17 | 50 | -1% | 2% | -2%
18 | 1 | 0% | -10% | -2%
19 | 6 | 2% | -2% | 1%
20 | -4 | 21% | 1% | 10%
21 | 6 | 16% | 6% | 4%
22 | i | 0% | -4% | 6%
23 | -10 | ? | -4% | ?
24 | 14 | 15% | -1% | 0%
25 | 9 | -1% | 0% | 1%
26 | -6 | 8% | 5% | 4%
27 | 10 | 5% | 10% | 4%
28 | -5 | -19% | -3% | -13%
29 | 2 | -1% | 6% | -2%
30 | 31 | 4% | -9% | 7%

(list continues)
No. | Molecule | KB-V1 MDR tox | SW480 rerep | KB-3-1 tox | DRD3 agonist | D3 antag
31 | CC(=O)Nc1ccc2c(c1)Cc1c-2cc(Cl)c(NC(C)=O)c1Cl | 0% | -8% | 3% | 2 | -9
32 | CC1CCCN(c2ccc(C(=O)Nc3nnc(C4CC4)s3)cc2[N+](=O)[O-])C1 (configuration not stated) | 12% | -5% | 17% | 3 | -11
33 | Cc1ccc(C(=O)c2cn(Cc3ccccc3)c3nc(C)ccc3c2=O)cc1 | -10% | nt | -3% | 15 | nt
34 | Cc1cccc(NC2SC(=O)N(c3ccccc3)C2=O)c1 (configuration not stated) | 10% | 1% | 2% | -7 | 7
35 | CCOc1ccc(NC(=O)CSc2nnnn2CC(=O)O)cc1 | 22% | -3% | 6% | -1 | 0
36 | CC1Cc2ccccc2N1C(=O)Cn1cnc2ccccc2c1=O (configuration not stated) | -3% | 0% | -1% | -4 | -7
37 | COc1ccc(C2CC(c3ccccc3)=NN2C(=O)c2ccc(F)cc2)cc1 (configuration not stated) | -16% | 6% | -1% | -14 | ?
38 | O=C(O)CSCc1nc2ccccc2[nH]1 | 13% | -6% | 2% | -2 | 9
39 | CC1=C/C(=N\Nc2ccccc2[N+](=O)[O-])CC(C)(C)C1 | 2% | ? | -6% | -10 | -6
40 | O=C(COc1ccccc1)N1CCN(c2nnc(-c3ccccc3)c3ccccc23)CC1 | 4.1µM* | -1% | ? | 3 | 5
41 | COC(=O)c1ccc2nc(-c3ccc(S(C)(=O)=O)cc3)cn2c1 | -18% | -10% | 8% | -1 | -7
42 | CCOC(=O)c1cccc(NC(=O)c2cc(C)nn2-c2ccccc2)c1 | ? | 0% | 0% | -6 | 0
43 | O=C(NCc1nc2ccccc2[nH]1)C1=C[C@H](c2ccccc2)C[C@H](OCCCCO)O1 | 3% | 3% | 5% | 0 | 11
44 | COC(=O)c1ccccc1OCC(=O)N1CCN(c2ccc(F)cc2)CC1 | -27% | -8% | -7% | -2 | 10
45 | COc1cccc(Nc2nc(C(N)CCc3ccccc3)cs2)n1 (configuration not stated) | ? | nt | ? | 2 | 13
46 | COc1ccc(N2CCN(Cc3cc(=O)oc4cc(C)c(Cl)c(C)c34)CC2)cc1 | 0% | -6% | 0% | -2 | 3
47 | COCCCNC(=O)c1cc(-c2cccnc2)nc2ccccc12 | -1%&13% | -3% | 2%&-5% | -7&-14 | 1

No. | IL1B secr inh | HT1080NT lethal | GLP1R ag | HT1080 IDH1KD tx
31 | 25 | 2% | 0% | -5%
32 | -10 | 7% | 2% | 7%
33 | nt | nt | 5% | nt
34 | -8 | 2% | -4% | -6%
35 | 21 | 9% | -9% | 14%
36 | 0 | -1% | 19% | 5%
37 | -64* | -16% | 13% | -26%
38 | 18 | 0% | -2% | -1%
39 | -9 | 1% | ? | -5%
40 | -18 | ? | -3% | -23%
41 | -12 | 15% | 1% | 15%
42 | 57 | -5% | 13% | -12%
43 | 1 | 4% | 3% | 2%
44 | 27 | -6% | -2% | -2%
45 | -87* | ? | 1% | ?
46 | 0 | 0% | 5% | -2%
47 | 26 | 5% | 2% | 1%

Taken from above:
Value for CCOC(=O)c1cccc(NC(=O)c2cc(C)nn2-c2ccccc2)c1 in SW480 rerep: 0%
Value for O=C(O)CSCc1nc2ccccc2[nH]1 in SW480 rerep: -6%
Value for COC(=O)c1ccccc1OCC(=O)N1CCN(c2ccc(F)cc2)CC1 in GLP1R ag: -2%

Rows are unselected. Share with any hit: about 12%.
